# Assay outcomes (PubChem)
# hiPSC survival = increases survival of single human iPS cells; hiPSC single-cell survival, ATPlite luminescence; 100% = ROCK inhibitor wells, 0% = DMSO; survival enhancement, % at 20 µM; AID 602274; 360,000 compounds, 0.044% hits; in the data active = survival enhancement above about 18%;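 also: cells exposed to compounds for 16 hours before the ATP read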
# Shn3 3UTR inh = inhibitors of Schnurri-3 3'UTR reporter in osteoblasts; Clone20 osteoblast Shn3 3'UTR firefly luciferase, 24 h; inhibition, % at 12.5 µM; 360,000 compounds, 0.52% hits;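 active = mean inhibition of at least 75% with every replicate also reaching 75%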;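 also: 0% = median of neutral control wells and 100% = pilot-screen positive control compound; some compounds past the cut are filed as inactive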
# aDG glyco act = alpha-DG glycosylation activation | Pro5-aDG cells, alpha-DG glycosylation AlphaScreen (IIH6); 0% Pro5, 100% B10-LARGE cell signal | activation, % at 10 µM | 360,000 compounds, 0.22% hits;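 active = activation of at least 8% versus controls, or a plate z-score of at least 8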;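 also: Pro5 are CHO cells carrying HIG-tagged alpha-DG that lacks glycosylation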
# NR2E3 ag-1 = activates human NR2E3 receptor; CHO-S Gal4-NCOR/VP16-NR2E3 two-hybrid, luciferase; AID 602229; 360,000 compounds, 0.35% hits; inhibition of corepressor binding, % at 3.98 µM; Q9Y5X4;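 active = inhibition above the mean of all tested compounds plus 3 SD, cut at about 70% in these data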;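 also: 0% = DMSO with NR2E3 transfected cells and 100% = cells lacking NR2E3 construct; higher means lower luciferase signal from less NR2E3 corepressor binding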
# Target sequence (Q9Y5X4 whole entry, looked up, the tested form may be a part): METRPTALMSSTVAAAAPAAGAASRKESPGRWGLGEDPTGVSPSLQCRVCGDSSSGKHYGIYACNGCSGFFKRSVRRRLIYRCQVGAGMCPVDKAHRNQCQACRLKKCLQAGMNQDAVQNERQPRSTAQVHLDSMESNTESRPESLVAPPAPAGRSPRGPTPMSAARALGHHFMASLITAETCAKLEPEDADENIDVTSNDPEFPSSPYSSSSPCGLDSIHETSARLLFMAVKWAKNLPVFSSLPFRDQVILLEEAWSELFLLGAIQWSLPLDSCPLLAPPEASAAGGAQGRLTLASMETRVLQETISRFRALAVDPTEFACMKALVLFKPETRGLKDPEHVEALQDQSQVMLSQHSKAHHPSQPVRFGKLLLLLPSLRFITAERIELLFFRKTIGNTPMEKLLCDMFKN
# HIF-2a block = blocks HIF-2a reporter activity; 786-0 RCC cells HIF-2a reporter, luciferase luminescence, overnight; inhibition, % at 18.8 µM; 360,000 compounds, 0.72% hits;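 active = inhibition of the luminescence signal of 40% or more relative to plate controls, in a single-dose primary screen at 18.75 µM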
# MITF TRPM1 inh = inhibitors of MITF-driven TRPM1 promoter in melanoma cells. SK-MEL-5 TRPM1 promoter luciferase, 24 h. inhibition, % at 12.5 µM. 330,000 compounds, 0.83% hits;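 active = mean inhibition across replicates of 60% or more, whatever share of single replicates reaches that level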; also: values of inactives mirror those of a sister screen read the other way
# NR2E3 ag-2 = NR2E3 (human) agonism; GST-NR2E3/biotin-RetCOR TR-FRET, 1536-well; AID 2300; inhibition of corepressor binding, % at 4.78 µM; 320,000 compounds, 0.12% hits; Q9Y5X4;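 active = percent inhibition above the cutoff of mean plus 3 SD of all tested compounds, set per screening campaign, cut at about 20% in these data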;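 also: 0% = DMSO wells and 100% = biotin wells as full block of FRET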
#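 System: GST-NR2E3 and biotin-RetCOR proteins; probe or stimulus: 7 nM biotin-RetCOR; doses: compound at 4.8 µM, single dose; schedule: Compound–protein incubation for 5 h at 4 °C; detection: time-resolved FRET; read-out: percent inhibition; controls: biotin wells as high control, 0.6% DMSO wells as low control; format: 1536-well plates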
# TWEAK-Fn14 inh = blocks TWEAK-Fn14 interaction in a reporter cell assay. inhibition, % at 10 µM. TWEAK-stimulated Fn14 reporter cells, luciferase luminescence, 8 h. 360,000 compounds, 2% hits; in the data active = inhibition above about 50%
# KKLEB tox = reduces viability of KKLEB cystic fibrosis airway cells; 360,000 compounds, 0.36% hits; activity change (cytotoxicity), % at 5 µM; KKLEB CF airway cells viability, ATPlite luminescence, overnight; hits give low values; cells stimulated with P. aeruginosa culture filtrate; AID 602141;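 active = corrected activity change at or below -50% at 5 µM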
# Peg3 prom inh = reduces Peg3 promoter-driven luciferase expression in HeLa. AID 588405. 360,000 compounds, 1.7% hits. HeLa PEG-Prom luciferase reporter, luminescence, overnight. inhibition, % at 20 µM;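 active = inhibition of at least 50% at 20 µM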
# CF NFkB block = blocks PAF-induced NF-kB reporter in cystic fibrosis cells; KKLEB NF-kB-GFP reporter, GFP fluorescence overnight; inhibition, % at 5 µM; 360,000 compounds, 0.86% hits;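 active = at least 50% inhibition at 5 µM, scaled per plate between neutral and stimulator controls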;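 also: PAF is a Pseudomonas aeruginosa culture filtrate used as stimulus; plate controls were PAF-stimulated DMSO wells for no effect and unstimulated DMSO wells for full effect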
# * marks the source's active call; other numbers are inactive results; . = not tested or not shown. The order is random; 4.4% or so of the library scored in one or more.
SMILES,hiPSC survival,Shn3 3UTR inh,aDG glyco act,NR2E3 ag-1,HIF-2a block,MITF TRPM1 inh,NR2E3 ag-2,TWEAK-Fn14 inh,KKLEB tox,Peg3 prom inh,CF NFkB block
CC(=O)c1cc(C(=O)N2CCCC(C(=O)c3ccc(Cl)cc3)C2)cs1 (stereo not drawn),-0.5,-12,0.7,17,-2,6,2,-5,-3,13,-10
Cc1nc(C(F)(F)F)c(C(=O)N/N=C(\N)c2ccccn2)s1,-3.1,53,1.2,9,-5,10,3,6,-3,15,14
COCCn1nnnc1SCC(=O)Nc1ccc2c(c1)OCO2,-0.4,5,-0.2,18,5,8,-2,-4,-5,6,-4
Cn1c(=O)[nH]c(=O)c2c1nc(NCCN)n2CCOc1ccccc1,0.0,5,0.0,5,19,4,3,-13,-6,16,-16
CCC(=O)Nc1ccc(NC(=O)CSc2nc3cc4c(cc3cc2C)CCC4)cc1,-0.4,-9,0.2,-29,14,2,3,-12,-7,11,-2
COc1ccc(-n2c(O)c(/C=N/NS(=O)(=O)c3cc(C)ccc3C)c3ccccc3c2=O)cc1OC,0.9,6,-0.4,11,12,5,5,3,6,6,-45
CCC(C)Sc1ccc([C@H]2N[C@@](C)(C(=O)OC)[C@H]3C(=O)N(CC)C(=O)[C@@H]23)cc1OC (stereo partly drawn),-1.2,1,0.0,-5,8,-2,.,-8,18,7,-24
CC(C)c1ccc(Nc2nnc(SC3CCOC3=O)s2)cc1 (stereo not drawn),0.4,-1,0.0,-18,35,4,1,-31,5,50,7
COc1ccc(OC)c(/C=N/NC(=O)CC2C(=O)NN=C2C)c1 (stereo not drawn),0.5,1,-0.2,2,13,-1,3,10,0,5,-3
Cc1cc(C)c(S(=O)(=O)N(CC(=O)N2CCOCC2)C2CCCCC2)c(C)c1,-2.7,-2,0.1,2,16,6,-2,2,-1,4,3
CCOC(=O)N1CCN(C(=O)C2CCC(CNS(=O)(=O)c3ccccc3)CC2)CC1 (stereo not drawn),-1.4,12,-0.1,-33,15,8,1,25,-7,17,9
O=C(Nc1nncs1)c1cccc(S(=O)(=O)N2CCCC2)c1,-1.3,-7,-0.1,-1,-3,-3,0,-5,0,5,0
COc1ccc(C(O)(c2ccccc2OC)C(CN2CCOCC2)c2ccccc2)cc1 (stereo not drawn),-1.7,18,0.3,1,7,2,8,9,15,9,-24
Cc1c(NC(=O)C(C)Oc2ccccc2F)c(=O)n(-c2ccccc2)n1C (stereo not drawn),0.2,24,-0.1,-25,38,11,4,4,9,-10,-4
Cc1ccc(-n2c(SCC(=O)Nc3cc(C)on3)nc3c([nH]c4ccccc43)c2=O)cc1,-0.3,19,0.1,-6,-4,.,3,-47,-15,1,36
CC(=O)C1=C(c2ccccc2)NC(=O)NC1c1ccccc1OCC#N (stereo not drawn),-0.5,9,0.0,-7,-14,14,2,6,-2,12,-6
COc1cc(S(=O)(=O)N2CCCCCC2)ccc1Cl,-4.2,4,0.0,-56,16,-3,3,6,-3,33,11
O=C(Nc1ccccc1)c1ccc(NCCc2ccccc2)c([N+](=O)[O-])c1,2.4,-15,-0.3,16,-3,-38,1,-51,-16,-2,-8
CC(C)(C)c1ccc(S(=O)(=O)N2CCC(NC(=O)c3ccco3)CC2)cc1,-0.2,-6,0.1,6,4,2,-3,-20,2,8,-4
Cc1oc2c(c1C(=O)NCCCC(=O)O)CCCC2,-1.1,-9,0.2,-15,14,1,2,3,4,8,-9
c1ccc2cc3[nH]c(CN4CCCCC4)nc3cc2c1,-1.8,-73,-0.1,-31,-169,.,2,-5,-3,-123,-3
COc1ccc(CCNc2oc(-c3ccccc3OC)nc2C#N)cc1,7.1,-4,-0.3,-81,3,4,0,5,6,12,-6
NC(=S)Nc1ncc(CCN2CCOCC2)c(-c2ccc(F)cc2)n1,0.9,19,0.6,-14,16,-4,2,-18,4,10,15
ClCc1nc2ccccc2n1Cc1ccccc1,-0.3,17,0.0,-26,21,53,2,-2,0,107*,11
O=C(Nc1nnc(C2CC2)o1)c1ccc(S(=O)(=O)N2CCc3ccccc3C2)cc1,5.4,-4,-0.1,-13,17,10,3,-5,-2,20,-13
O=C(CCCC(=O)OCC(=O)c1ccc(F)cc1)Nc1cc(C(F)(F)F)ccc1Cl,-0.4,-4,0.0,7,22,9,0,-3,5,3,0
Cc1ccc(NC(=O)CN2C(=O)C3C4C=CC(C4)C3C2=O)cc1S(=O)(=O)N(C)C (stereo not drawn),2.3,2,-0.3,-7,-1,-4,0,-11,3,5,-4
COc1cc(C2Nc3ccccc3C(=O)N2c2ccccc2)c(Br)cc1OCC(=O)O (stereo not drawn),-2.3,-21,0.1,-20,-14,-2,4,-5,-4,-25,12
Cc1ccc(-n2c(SCC(=O)Nc3ccc4c5c(cccc35)CC4)nc(O)c(C)c2=O)cc1,-0.5,1,0.1,-11,13,11,0,7,-5,-4,-1
CCN(CC)S(=O)(=O)c1ccc(N2CCN(c3cccc(OC)c3)CC2)c([N+](=O)[O-])c1,-0.8,57,-0.4,10,30,5,-1,16,-4,8,14
CCCCCCC(=O)N1CCN(c2cc3c(cc2F)c(=O)c(C(=O)O)cn3CC)CC1,1.4,13,-0.3,-23,-8,3,-1,0,-6,-40,0
O=C(c1ccc(COc2ccccc2Cl)o1)N1CCN(c2ccccc2)CC1,-1.0,0,-0.1,-27,-3,0,5,-15,-6,-8,2
COc1ccc2c(c1O)Cc1ccccc1C2=O,1.3,5,-0.1,-3,-116,-5,-4,-50,10,-100,-106
O=S(=O)(c1cccc2ccccc12)N1CCC2CC1c1cc(Cl)ccc12 (stereo not drawn),6.7,15,-0.1,-1,4,9,.,18,5,3,12
CC(C)(C)N1C(=O)c2ccccc2NC(=O)N1Cc1ccccc1,1.7,-1,-0.2,-23,11,4,1,5,-13,18,-6
O=C(CCN1CCOCC1)Nc1c(-c2ccccc2)c2cc(Br)ccc2[nH]c1=O,-3.3,-8,-0.2,0,-3,0,-3,0,-8,19,0
Cn1c(SC2=CS(=O)(=O)c3ccccc32)nc2ccccc21,-4.2,46,-0.7,18,91*,65*,-2,88*,-27,99*,91*
Cc1ccc(N2C(=O)c3ccccc3C(C)(C)C2=O)cc1,-0.1,-1,-0.1,13,15,5,-2,6,2,11,9
O=C(COc1ccc(Cl)cc1)NCCNC(=O)c1ccccn1,0.9,0,0.0,-8,8,5,2,8,4,19,-5
O=C(CCSc1ccccc1)Nc1nc2c(s1)CCCC2,-0.4,-24,0.1,-72,-278,-19,0,-52,4,-160,4
CS(=O)(=O)n1nc(OC(=O)c2cccc3ccccc23)cc1N,2.6,4,0.1,3,10,19,6,56*,-34,-32,66*
C/C(=N/NC(=O)c1cc2ccccc2cc1O)C1C(=O)c2ccccc2C1=O,-0.7,-35,-0.5,-62,-175,3,0,-21,6,-182,-8
CCc1nnc(NC(=O)CSc2nc(-c3ccc(OC)cc3)ns2)s1,1.3,-42,-0.1,-12,-53,-12,-1,-18,-15,-81,-15
COc1ccc(CCNC(=O)C2Cc3ccccc3C(=O)O2)cc1 (stereo not drawn),-0.7,9,-0.1,-17,-1,-2,-1,28,15,-4,-2
C#Cc1ccc([C@@H]2C=C(C(=O)NCc3nc4ccccc4[nH]3)O[C@H](OCC)[C@H]2CCCO)cc1,5.1,14,0.1,-32,17,14,-1,-11,2,17,-23
Cc1c(C(=O)NCc2ccc(S(N)(=O)=O)cc2)oc2ccc(Cl)cc12,-0.6,12,-0.3,-15,16,11,7,-46,-2,19,12
COc1ccc(C2C(C(=O)Nc3cc(C)on3)c3ccccc3C(=O)N2C)cc1 (stereo not drawn),-1.9,9,0.0,-13,18,-6,0,8,-4,2,-11
CCOC(=O)c1ncccc1NC(=O)CC(=O)Nc1cccnc1C(=O)OCC,-0.5,-13,-0.2,-5,27,.,4,4,-3,6,2
C=C(C)CN(CC)CCC(=O)Nc1ccc(OC)cc1OC,2.2,-13,-0.1,14,9,14,0,-2,11,2,5
CCN(C1CCCCC1)S(=O)(=O)c1ccc(S(=O)(=O)NCc2ccncc2)cc1,-4.3,68,2.2,91*,-6,3,1,29,-21,31,3
Cc1cc(C)c2oc(C(=O)N(Cc3ccccc3)C3CCS(=O)(=O)C3)cc(=O)c2c1 (stereo not drawn),-0.3,-2,0.1,-6,17,-9,1,1,-13,7,-7
Nc1ccc(-c2cnc(N)c(C(=O)c3cccnc3)n2)cn1,-3.4,20,0.4,-26,20,36,.,79*,10,46,81*
CCOC(=O)c1sc2cccc(F)c2c1N,0.3,-9,0.1,-12,-80,-13,0,-31,-3,-34,3
COc1ccc(NC(=O)CCNS(=O)(=O)c2ccc3c(c2)c(=O)n(C)c(=O)n3C)cc1OC,0.1,-24,-0.4,1,10,17,0,-8,-9,0,7
COc1ccc(-n2nc3c(c2NC(=O)CCl)CSC3)cc1,-0.8,-4,0.1,-6,3,-4,-2,3,-7,26,-6
COc1cc(Br)c(CCNC(=O)c2ccco2)cc1OC,2.5,4,0.3,5,12,5,2,-5,-17,6,-6
COc1cc(-c2nnc(-c3ccc(N4CCOCC4)cc3)o2)cc(OC)c1OC,-0.5,22,-0.3,0,22,8,2,10,6,19,-33
OCCN1CCN(CC#CCn2c3ccccc3c3ccccc32)CC1,4.8,-7,0.2,-5,-2,-16,1,-7,-1,4,1
COc1ccc(Cn2cc(CN3CC(N4CC=CC4)CS3(=O)=O)nn2)cc1 (stereo not drawn),-0.1,.,-0.1,-42,-16,.,.,8,.,.,.
CN1CCCN(c2ccc([N+](=O)[O-])cc2)CC1,-0.5,-3,0.1,-23,2,-2,-3,5,-3,13,1
O=C(c1ccc(F)cc1F)N1CCN(c2n[nH]c(=O)[nH]c2=O)CC1,-0.6,-16,0.4,13,-1,3,6,18,4,1,-8
CN(C)C(CNC(=O)c1cccc(S(=O)(=O)Nc2ccc(Br)cc2)c1)c1ccco1 (stereo not drawn),-0.4,11,0.1,-17,-12,-4,-4,3,-1,0,0
CCOC(=O)N1CCN(c2c(N3CCN(c4cc(C)ccc4C)CC3)c(=O)c2=O)CC1,2.2,-45,0.0,-17,14,9,1,-2,-8,16,-1

# As a short view, part of the list above.
SMILES,hiPSC survival,Shn3 3UTR inh,aDG glyco act,NR2E3 ag-1,HIF-2a block,MITF TRPM1 inh,NR2E3 ag-2,TWEAK-Fn14 inh,KKLEB tox,Peg3 prom inh,CF NFkB block
Cc1c(C(=O)NCc2ccc(S(N)(=O)=O)cc2)oc2ccc(Cl)cc12,-0.6,12,-0.3,-15,16,11,7,-46,-2,19,12
COc1ccc(C2C(C(=O)Nc3cc(C)on3)c3ccccc3C(=O)N2C)cc1 (stereo not drawn),-1.9,9,0.0,-13,18,-6,0,8,-4,2,-11
CCOC(=O)c1ncccc1NC(=O)CC(=O)Nc1cccnc1C(=O)OCC,-0.5,-13,-0.2,-5,27,.,4,4,-3,6,2
